Mdm2 MdmX PPI: inhibitors of human Mdm2-MdmX association, primary screen, cell-based, luminescence, split luciferase, SaOS-2, uHTS; Protein Mdm4 (Homo sapiens) + E3 ubiquitin-protein ligase Mdm2 (Homo sapiens), …; SaOS-2 split-luciferase Mdm2/MdmX complementation; inhibition, % at 8 µM; AID 485346, 2010; hit rate 3% among 330,000;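 active = inhibition of at least 50% at 8 µM in the primary screen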
CHOP UPR activ: activators of apoptotic CHOP UPR arm, primary screen, cell-based, CHO-CHOP luciferase reporter, luminescence, uHTS; UPR activation; percent of tunicamycin response over DMSO baseline; activation, % at 10 µM; hit rate 0.34% among 330,000;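 active = at 10 µM dose, activation of 40% or more, normalized to positive control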;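 note: 100% = tunicamycin at 10 µg/mL and 0% = DMSO alone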
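System: CHO CHOP reporter cells. Amount: 500 cells per well. Buffer or medium: F12 medium, 10% FBS. Compound dosing: one dose, 10 µM in 0.5% DMSO. Incubation: 6 h compound exposure at 37 °C after overnight seeding. Technique: Steady-Glo luciferase luminescence. Benchmarks: tunicamycin and DMSO controls.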
APJ agonist: agonists of human apelin receptor APJ, primary screen, CHO-K1 cells, PathHunter beta-arrestin, luminescence | 0% DMSO wells, 100% apelin | activation, % at 20 µM | hit rate 0.11% among 330,000;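 active = activation more than six SD over the plate average, tested at 20 µM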;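 note: 0% = DMSO alone and 100% = apelin-13 at 10 nM; some results filed as inactive read as strong as hits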
Target sequence (P35414 whole entry, looked up): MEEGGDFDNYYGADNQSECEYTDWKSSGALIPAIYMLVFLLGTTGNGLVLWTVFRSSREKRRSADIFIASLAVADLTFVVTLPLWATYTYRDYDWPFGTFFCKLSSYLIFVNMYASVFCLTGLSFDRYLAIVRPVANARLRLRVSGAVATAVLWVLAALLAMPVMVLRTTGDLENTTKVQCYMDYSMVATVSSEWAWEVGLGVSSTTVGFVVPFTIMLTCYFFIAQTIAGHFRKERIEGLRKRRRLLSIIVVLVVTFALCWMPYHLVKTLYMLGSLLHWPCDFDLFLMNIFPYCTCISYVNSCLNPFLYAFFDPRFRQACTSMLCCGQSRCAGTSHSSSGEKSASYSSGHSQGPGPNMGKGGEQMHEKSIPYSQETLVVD
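Test system – PathHunter CHO-K1 APJ (AGTRL-1) beta-arrestin reporter cells · Input – 1000 cells/well · Compound – single test compound dose, 20 µM final, 1% DMSO · Times – compound stimulation 90 min at 25 °C, detection 60 min · Technique – beta-gal luminescence · Read-out basis – APJ–arrestin association signal · Control set – negative DMSO alone, positive Apelin-13 at 10 nM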
APJ antagonist: antagonists of human apelin receptor APJ, primary screen, CHO-K1 cells, beta-arrestin complementation, luminescence; P35414; inhibition, % at 20 µM; hit rate 0.32% among 330,000;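 active = inhibition above about 40% at 20 µM, limit read from the data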;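 note: cells challenged with 10 nM apelin-13 agonist together with compound; plate controls were apelin-13 plus DMSO wells for no effect and DMSO wells lacking apelin-13 for full effect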
697 NFkB inh: inhibitors of PMA/ionomycin-induced NF-kB reporter, 697 cells, primary screen, B-cell NF-kB inhibitor project, cell-based, luminescence, uHTS; hit rate 0.33% among 330,000; 697 B-cell NF-kB luciferase reporter, 16 h; inhibition, % at 4 µM; AID 435022, 2010; in the data active = inhibition above about 35%
Jurkat NFkB inh: inhibitors of induced NF-kB luciferase reporter, primary screen, TCR NF-kB activation inhibitor project, cell-based, luminescence, uHTS | Jurkat, PMA/ionomycin-induced NF-kB luciferase reporter | inhibition, % at 4 µM | hit rate 0.53% among 330,000; in the data active = inhibition above about 50%
tim23-1 inh: growth inhibitors of tim23-1 mutant yeast, primary screen, luminescence, uHTS | inhibition, % at 20 µM | S. cerevisiae tim23-1 growth, BacTiter-Glo luminescence, 24 h | AID 463212, 2010 | hit rate 1.3% among 330,000;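 active = growth inhibition of the mutant yeast at or above 50%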;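 note: temperature-sensitive mutant grown at 25 °C; plate controls were DMSO-treated mutant yeast for no effect and medium wells lacking yeast for full effect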
UPR XBP1 act: activators of adaptive XBP1 UPR arm, primary screen, cell-based, CHO-XBP1 luciferase reporter, luminescence, uHTS | IRE1-XBP1 UPR activation; percent of tunicamycin response, DMSO as zero | activation, % at 20 µM | hit rate 0.33% among 330,000 | AID 463104, 2010;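 active = versus positive control, 20 µM dose yields 30% or more activation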;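 note: 100% = tunicamycin at 10 µg/mL and 0% = DMSO only wells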
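incubation = overnight seeding at 37 °C, 6 h compound treatment at 37 °C | assay system = CHO-XBP1 cells stably carrying IRE1-XBP1-driven luciferase reporter | input = 1000 cells per well | detection = luciferase luminescence | dosing = single point, 20 µM final compound, 1% DMSO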
Starred values were filed as active, the others as inactive; . = not tested or not shown. Rows are unselected. Share with any hit: about 5%.

SMILES	Mdm2 MdmX PPI	CHOP UPR activ	APJ agonist	APJ antagonist	697 NFkB inh	Jurkat NFkB inh	tim23-1 inh	UPR XBP1 act
COc1cc2c(C#CCO)c(-c3ccc(C#N)cc3)oc(=O)c2cc1OC	21	-0.6	-1	4	-3	-2	0	-1
COc1ccc(OC)c(N(C(=O)c2ccco2)C(C(=O)NC2CCCC2)c2cc(OC)c(OC)c(OC)c2)c1 (stereo not given)	12	0.5	-1	-2	0	11	20	1
CCN(CC(=O)NC1CCS(=O)(=O)C1)C(=O)c1ccc(OC)c([N+](=O)[O-])c1 (stereo not given)	-18	0.0	-1	4	22	-1	-14	3
O=C(COc1ccc(S(=O)(=O)Nc2ccc(Cl)cc2)cc1)N1CCOCC1	20	0.5	0	1	-31	9	0	-1
c1ccc(-c2cc3nccc(-c4ccccn4)n3n2)cc1	-85	4.1	-2	-5	-195	-136	9	5
O=C(NN=C1CCCCCCC1)C(=O)NC1CCCCC1	-3	-0.9	-3	7	3	-5	8	1
COC(=O)C(N)Cc1ccc(O)c(O)c1 (stereo not given)	16	-0.9	-1	13	2	9	-2	8
CCOc1ccc2c(c1)-c1c(ssc1=S)C(C)(C)N2C(=O)CSC1=NCCS1	22	-1.3	-4	17	0	0	33	-1
c1ccc(-c2nc(-c3ccncc3)n[nH]2)nc1	8	2.0	-6	14	7	15	12	2
CCCCOc1ccc(C(=O)N/C(=C\c2ccc(OC)cc2)C(=O)OCc2ccco2)cc1	-8	-1.6	-1	11	20	-2	13	-3
Cc1ccccc1CSc1nnc(CCCCCNC(=O)OC(C)(C)C)o1	20	1.7	-3	20	-3	13	24	-2
CC(C)(C)C(=O)CSc1nc(N)cc(=O)[nH]1	-16	-0.4	-2	11	10	12	-7	-1
CCCCCC(=O)Nc1cc2[nH]c(=O)cc(COC)c2cc1C	22	0.6	-7	6	7	3	-1	1
COCOc1ccc(-c2oc3c(C/C=C(\C)CCC=C(C)C)ccc(O)c3c(=O)c2OCOC)c(OCOC)c1	1	1.8	-5	-17	2	-6	3	-4
NC(=S)Nc1ccc2cn[nH]c2c1	15	1.9	0	-18	10	3	6	1
COc1cccc(NC(=O)c2ccc3c(c2)CCN3S(C)(=O)=O)c1	0	-0.4	1	-19	-11	-20	7	2
NC(=O)C1(N2CCCCC2)CCN(S(=O)(=O)c2ccccc2)CC1	-12	-1.7	-1	-7	19	3	9	-3
COc1ccc(N2CC(C(=O)Nc3ccncc3)CC2=O)cc1 (stereo not given)	6	1.5	-2	-11	-5	7	4	2
CC(=O)Nc1cccc(OCCCNC(=O)c2ccc(F)cc2)c1	-40	0.3	3	4	8	-8	6	2
CCN1CCN(C(=O)c2cc3c(=O)n(C)c4ccccc4c3n2C)CC1	11	-1.3	-3	-7	-16	-9	24	-2
CCOC(=O)C1=C(C)N(C)C(C)=C(C(=O)OCC)C1c1ccccc1	-18	5.2	-1	10	-21	-1	14	3
CC(=O)Nc1sc(C)c(C)c1C(=O)OCC(=O)NCc1ccc(F)cc1	36	-1.7	-6	31	-6	-5	7	-2
O=C(CN1CCCC1)NC1C2CC3CC(C2)CC1C3 (stereo not given)	11	-2.4	-4	15	19	-1	-9	-2
CS(=O)(=O)c1ccc(C(=O)OCC(=O)c2ccc(Cl)s2)cc1	-15	1.1	-6	17	7	4	7	-1
O=C(CN1C(=O)C(=O)N(C2CCCC2)C1=O)Nc1cc(Cl)ccc1[N+](=O)[O-]	-11	0.0	3	2	14	-2	4	-1
O=C(CSc1cccc[n+]1[O-])c1ccc(Cl)cc1	13	0.8	-3	-7	4	-22	11	1
Cc1ccc(-c2nnc(N3CCN(C(=O)c4cccs4)CC3)c3ccccc23)cc1	55*	1.3	-2	25	0	11	69*	-5
NC(=O)C1CCCN(Cc2c(C(=O)N3CCc4ccccc4C3)nc3ccc(Cl)cn23)C1 (stereo not given)	10	0.8	8	13	0	5	10	-2
Cc1cc(=O)n2c(n1)OC(CO)C2 (stereo not given)	17	1.2	1	-2	6	12	6	-1
COCCCn1c(=O)c2sccc2n2c(CCCC(=O)NCc3ccc(OC)cc3)nnc12	19	1.2	-2	15	5	1	11	-3

Entries listed so far marked active in Mdm2 MdmX PPI.
Structure,Mdm2 MdmX PPI,APJ agonist,APJ antagonist,697 NFkB inh,Jurkat NFkB inh
Cc1ccc(-c2nnc(N3CCN(C(=O)c4cccs4)CC3)c3ccccc23)cc1,55*,-2,25,0,11

Record cards, as listed above. Order of values: Mdm2 MdmX PPI	CHOP UPR activ	APJ agonist	APJ antagonist	697 NFkB inh	Jurkat NFkB inh	tim23-1 inh	UPR XBP1 act
Results for NC(=O)C1(N2CCCCC2)CCN(S(=O)(=O)c2ccccc2)CC1 = -12	-1.7	-1	-7	19	3	9	-3
Results for CC(=O)Nc1cccc(OCCCNC(=O)c2ccc(F)cc2)c1 = -40	0.3	3	4	8	-8	6	2
Results for COc1cccc(NC(=O)c2ccc3c(c2)CCN3S(C)(=O)=O)c1 = 0	-0.4	1	-19	-11	-20	7	2
Results for CCN1CCN(C(=O)c2cc3c(=O)n(C)c4ccccc4c3n2C)CC1 = 11	-1.3	-3	-7	-16	-9	24	-2
Results for Cc1cc(=O)n2c(n1)OC(CO)C2 (stereo not given) = 17	1.2	1	-2	6	12	6	-1

Next results follow.
SMILES	Mdm2 MdmX PPI	CHOP UPR activ	APJ agonist	APJ antagonist	697 NFkB inh	Jurkat NFkB inh	tim23-1 inh	UPR XBP1 act
COc1ccc(C(O)C(CC(=O)NCCCOC(C)C)C(=O)NCCCOC(C)C)cc1OC (stereo not given)	-12	0.5	-2	2	26	5	2	-3
COc1ccccc1N1C(=O)CCC1(C#N)c1ccc(Br)cc1 (stereo not given)	21	1.0	-4	16	21	2	13	-2
CN(C)c1ccc(C=Nc2ccccc2C(N)=O)cc1	-21	-8.3	-6	21	-133	-112	13	-4
CCOC(=O)N1CCN(C(=O)/C(=C/c2ccc(OC)c(OC)c2)NC(=O)c2ccccc2)CC1	-7	1.3	-1	-3	8	-8	4	-1
CN(Cc1c(F)cccc1Cl)C(=O)c1ccc(NC(=O)CC2SC(N3CCCC3)=NC2=O)cc1 (stereo not given)	16	-0.6	-5	8	-20	7	-27	0
CCOCCCn1c(=S)[nH]c2cc(C(=O)N3CCN(c4ccccc4)CC3)ccc2c1=O	7	2.1	4	12	-1	5	6	-1
COc1ccc(-c2csc(NC(=O)CSc3ncn[nH]3)n2)cc1OC	17	1.8	-3	-4	-2	6	5	3
Cc1ccc(NC(=O)CSc2ncn(-c3ccccc3)n2)cc1C	6	-3.1	0	6	-15	-3	0	1
CC(=O)c1ccc(NC(=O)C(Cc2ccccc2)NC(=O)c2ccco2)cc1 (stereo not given)	-24	2.1	2	18	5	-4	14	0
N#Cc1ccsc1NC(=O)c1cccc([N+](=O)[O-])c1	-6	3.2	-4	15	6	-10	-18	2
Cc1cc(=O)oc2cc(OCC(=O)Nc3nnc(C4CC4)s3)ccc12	-37	1.2	7	13	-19	-6	-14	-1
CC(C)CCn1c(=O)c2ccccc2n2c(CCC(=O)NCC3CCCO3)nnc12 (stereo not given)	19	1.0	-1	-2	11	7	-9	-5
CCC(CC)COC(=O)C1=C(C)NC(=O)NC1c1ccccc1Br (stereo not given)	-4	2.0	-3	6	-2	13	34	-3
Cc1ccc(C)c(N2CC(C(=O)Nc3cc(C)on3)CC2=O)c1 (stereo not given)	-1	-1.2	0	7	2	-4	-1	-1
O=C(OCn1nnc2ccccc2c1=O)c1cccnc1	2	1.4	-4	9	1	-8	5	-2
CC[C@]12c3[nH]c4ccc(OC)cc4c3CCN1C(=O)C(CC(=O)NC/C=C(\C)CCC=C(C)C)C[C@@H]2C(=O)N1CCN(C(=O)c2ccco2)CC1 (stereo not given in full)	26	10	.	.	4	.	28	-2
CN(c1ccc(O)cc1)c1nc(-c2cccs2)cs1	-277	48*	-1	-19	-130	-134	72*	3
Cc1[nH]nc(N2CCCCC2)c1[N+](=O)[O-]	3	0.5	4	14	4	2	9	0
Cc1ccc(NC(=S)c2nc3ccccc3s2)cc1	-44	-2.6	-5	23	-368	-117	13	-5
O=C(CCc1ccccc1)c1nnc(-c2ccccc2)o1	-23	0.4	-2	0	2	-3	28	0
c1ccc(-c2ccc(-n3ccnc3)cc2)cc1	2	0.8	-3	9	-59	-58	-12	5
O=C(Nc1ccc(N2CCOCC2)c(Cl)c1)c1cccnc1	9	5.4	-1	2	-37	-31	-5	0
CC(=O)c1c(C)[nH]c(C(=O)OCC(=O)N(Cc2ccccc2)C(C)(C)C)c1C	19	4.2	6	2	1	9	23	-4
CN(CC(=O)NCc1ccccn1)S(=O)(=O)c1cc(Cl)ccc1Cl	8	1.1	0	-4	3	5	7	1
Cc1nn(Cc2ccc(Cl)cc2)c(Cl)c1/C=N/NC(=O)c1cccnc1	-3	-2.4	-1	-12	11	5	-5	0
CC(NC(=O)CCSCCC(=O)NC(C)c1ccccc1)c1ccccc1 (stereo not given)	0	0.3	2	11	7	-8	5	-1
CN(C)c1c([N+](=O)[O-])cc2[nH]c(=O)[nH]c2c1[N+](=O)[O-]	23	0.0	-2	22	1	2	-5	0
O=C(CN1CCN(Cc2ccc(Cl)cc2)C1=O)NCCN1CCCC1	-2	0.1	-3	-74	-20	-13	-2	2
CC12CCC(C/C1=N/O)C2(C)C (stereo not given)	7	0.1	-2	2	8	3	-9	-2
COc1ccc(-c2cc3ccccc3oc2=O)cc1NC(=O)c1cccnc1	4	0.4	0	0	1	-19	25	1
O=C(CSc1nnc(-c2ccco2)n1-c1ccccc1)NCC1CCCO1 (stereo not given)	6	0.7	-4	10	1	1	3	-5
Cc1onc(-c2ccccc2Cl)c1C(=O)N1CCN(c2ccccc2)CC1	6	1.0	-7	10	6	-2	30	-1
Cc1cc(C(=O)N2CCN(S(C)(=O)=O)CC2)cs1	-11	-1.6	-3	12	23	6	-6	-2
Cc1cc(C)c(-c2cc(NC(=O)CSc3n[nH]c(N)n3)n(-c3ccccc3)n2)cc1C	-3	-1.1	3	2	-39	-30	10	-3
Cc1cccc(NC(=O)C2CCN(S(=O)(=O)c3cccs3)CC2)n1	-5	-0.6	-2	-3	-1	-9	25	0
N#Cc1nc(COc2cccc(Cl)c2)oc1NCc1ccco1	-26	5.9	0	2	-19	15	15	3
O=C(CC(c1ccccc1)c1ccccc1)Nc1ncn[nH]1	16	0.8	-1	22	1	10	-16	-2
COc1ccc(C(=O)CCC(=O)Nc2cccnc2)cc1OC	16	0.7	-1	1	-1	-5	10	0
COc1ccc(S(=O)(=O)N2CCOCC2)cc1NC(=O)CSc1nnc2c(n1)[nH]c1ccccc12	10	-2.0	0	-4	9	13	-10	-3

Bioassay records (PubChem)
